Assay outcomes from PubChem.
AmpC inh detg – inhibitors of E. coli AmpC beta-lactamase with detergent. 0.041% of 370,000 active. Potency, µM (top dose mostly 114 µM), for the others: at the top dose activity change, negative = inhibition, most hits filed as inhibitors. AmpC hydrolysis of nitrocefin, absorbance 480 nm, 0.01% Triton. P00811;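 note: potency is the fitted concentration of half-maximal effect; 0% = no-compound wells and -100% = no-enzyme wells; nearly all actives have a fitted effect of over 25% in size; some results filed as inactive show a strong effect at the top dose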
Target sequence (P00811 whole entry, looked up): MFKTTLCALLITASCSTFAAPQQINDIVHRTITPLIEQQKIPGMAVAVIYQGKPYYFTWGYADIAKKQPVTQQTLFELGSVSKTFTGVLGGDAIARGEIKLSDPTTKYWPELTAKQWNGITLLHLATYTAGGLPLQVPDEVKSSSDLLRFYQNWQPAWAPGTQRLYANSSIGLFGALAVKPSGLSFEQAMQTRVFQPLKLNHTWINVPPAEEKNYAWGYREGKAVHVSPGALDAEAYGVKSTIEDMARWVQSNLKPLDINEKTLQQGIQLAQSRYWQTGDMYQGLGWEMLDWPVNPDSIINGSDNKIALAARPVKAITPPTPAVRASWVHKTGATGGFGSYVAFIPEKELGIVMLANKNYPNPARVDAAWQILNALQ
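20 mM phosphate pH 7.0 + 0.01% (detergent screen) or 0.0001% Triton X-100; 5.3 nM AmpC reagent; cpd preinc 15 min RT; nitrocefin (800 uM stock) to start; A480 q20 s × 4 min; Activity was normalised to no-enzyme and no-compound control wells.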
AmpC no deterg – blocks E. coli AmpC beta-lactamase in detergent-free assay. AmpC nitrocefin hydrolysis, absorbance 480 nm, 0.0001% Triton. Potency, µM (top dose mostly 57.1 µM), inactives show at the top dose activity change, negative = inhibition, actives largely listed as inhibitors. 0.52% of 330,000 active;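 note: potency is the fitted concentration of half-maximal effect; plate controls were no compound for no effect and no enzyme for full effect; nearly all actives have a fitted effect of over 20% in size; some results filed as inactive show a strong effect at the top dose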
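AmpC (5.3 nM in the dispensed reagent) in 20 mM phosphate pH 7.0 with 0.01% (detergent screen) or 0.0001% Triton X-100 was preincubated with compounds for 15 min at room temperature. Nitrocefin was then added from an 800 uM solution, and hydrolysis was followed at 480 nm.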
Cycloheximide cs – counter-screen hit for Shiga toxin inhibitors, cycloheximide | AID 2314 | 12% of 300,000 active | max response, % | cell reporter, cycloheximide protein synthesis inhibition counterscreen; in the data active = max response mostly above about 13%, no sharp cut-off; inactive = mostly below about 14%; note: read at 38.3 µM for the half of the compounds with a filed dose; 0% is about no effect
HCMV antiviral – blocks human cytomegalovirus replication. HFF cells, HCMV-luciferase reporter, 72 h; active compounds read low. activity change, negative = inhibition, % at 57.5 µM. 4.5% of 410,000 active; in the data active = activity change below about -60%; inconclusive = no clear call, values can overlap the other calls; inactive = above about -39%; note: % is set by controls: 0 for no effect and ±100 for the full control effect
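Human foreskin fibroblasts infected with luciferase-reporter HCMV at MOI 1 PFU/cell, compounds at two doses. Luciferase measured 72 h post infection; normalized to buffer-only basal and Salinomycin (10uM) controls.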
Giardia FBPA inh – Giardia lamblia aldolase inhibition | A8B2U2 | purified Giardia FBPA | Potency, µM (doses to about 59.6 µM), without a hit: top-dose activity, negative = inhibition, most hits filed as inhibitors | 0.71% of 290,000 active; note: potency is the fitted concentration of half-maximal effect; % is set by controls: 0 for no effect and ±100 for the full control effect; nearly all actives have a fitted effect of over 55% in size
Target sequence (A8B2U2 whole entry, looked up): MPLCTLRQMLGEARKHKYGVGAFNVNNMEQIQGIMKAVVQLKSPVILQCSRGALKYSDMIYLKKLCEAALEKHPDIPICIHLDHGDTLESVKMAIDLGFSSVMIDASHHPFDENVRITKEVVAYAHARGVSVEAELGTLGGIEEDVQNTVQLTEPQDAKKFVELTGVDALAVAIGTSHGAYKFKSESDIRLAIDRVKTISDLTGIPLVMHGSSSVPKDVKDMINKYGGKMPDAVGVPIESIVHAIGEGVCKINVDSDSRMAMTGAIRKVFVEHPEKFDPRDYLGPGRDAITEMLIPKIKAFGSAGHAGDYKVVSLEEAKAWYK
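Giardia FBPA (40 nM reagent) was preincubated 10 min at RT with compound (up to 57.5 uM final), then substrate plus GAPDH/TPI/NAD/arsenate coupling system with diaphorase/resazurin was added; resorufin fluorescence (525/598 nm) was read after 20 min.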
AMA1-RON2 inh – AMA1-RON2 (P. falciparum) interaction inhibition; AlphaScreen AMA1-biotinylated RON2 peptide binding; Potency, µM (doses to about 58.2 µM), without a hit: top-dose activity change, negative = inhibition, usual class: inhibitors; 0.2% of 360,000 active; AID 720542;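 note: potency is the fitted concentration of half-maximal effect; 0% = vehicle wells and -100% = peptide control; nearly all actives have a fitted effect of over 45% in size; some results filed as inactive show a strong effect at the top dose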
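AMA1 (3D7) with his tag at 25 nM final met compounds first, then biotinylated RON2 peptide at 25 nM; detection used donor plus acceptor beads, 10 µg/mL apiece, read by AlphaScreen after 30 min at room temperature.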
Shiga toxin inh – inhibitors of Shiga toxin in Vero cells | Vero cells, Shiga toxin protein synthesis inhibition reporter | 9.2% of 290,000 active | inhibition, % at 38.7 µM | AID 2315; in the data active = inhibition mostly above about 28%, no sharp cut-off; inactive = mostly below about 43%; note: 0% is about no effect
* marks the source's active call; other numbers are inactive results; ? = inconclusive; · = no result given; & = joins results of further samples; [ ] = dose if it differs, or a comment. Unless noted, calls come from the whole dose curve; as a rule, active = well fitted curve in the direction sought with a large enough effect; inconclusive = small, poorly fitted or top-dose-only effect, or another doubt; inactive = no such curve, though single readings can be large; an effect the other way counts as inactive or inconclusive. The order is random (roughly 16% active in at least one column).

SMILES,AmpC no deterg,Shiga toxin inh,AMA1-RON2 inh,AmpC inh detg,HCMV antiviral,Cycloheximide cs,Giardia FBPA inh
O=C1CSC(c2ccc(Cl)c(Cl)c2)N1c1nccs1 (stereo unspecified),-25.5%,·,48.9%[activator],-2.7%,37.0,·,·
CCN(CC(=O)NCc1ccc(F)cc1)C(=O)/C=C/c1ccc(S(=O)(=O)N(CC)CC)cc1,93.2%[activator],-8.5,-6.8%,-11.9%,83.6,-1.0,4.9%
O=C(N/N=C/C=C/c1ccc([N+](=O)[O-])cc1)c1cccs1,-43.1%,56.7,19.2%,?,28.7,14.8,·
CN(C)/C=C1\SC(=S)N(N2C(=O)C3C4C=CC(C4)C3C2=O)C1=O (stereo unspecified),-6.3%,-6.2,12.1%,-3.0%,-9.4,2.1,4.2%
C=CCNCCOCCOc1ccc(C)cc1Br,-6.1%,47.0,-15.4%,?,3.2,28.5*,-16.7%
O=S(=O)(c1cccc(F)c1)N1CCc2sccc2C1c1ccc(OC(F)(F)F)cc1 (stereo unspecified),-35.1%,3.1,-13.7%,-3.2%,-26.0,0.9,-4.6%
Cc1ccc(Nc2nc(C(=O)NCCCN3CCOCC3)cs2)cc1,13.5%,16.1,-1.1%,?,98.7,-1.3,-0.8%
COC(=O)Cn1cnc2sc3c(c2c1=O)CCCC3,-21.3%,-13.2,14.1%,?,-0.1,9.9,-0.4%
COC(=O)C1(NC(=O)NC2CCCCC2)CCCCC1,-1.5%,12.5,2.9%,5.1%,-6.7,1.3,6.9%
NC(=O)CSc1nc(C2CC2)nc2sc3c(c12)CCCC3,-15.3%,47.4*,3.8%,-2.0%,142.6,19.1*,-0.2%
CC(=O)N1CCc2ccc(S(=O)(=O)N3CCN(C)CC3)cc21,-27.9%,-8.1,1.0%[2.32 µM],?,-30.3,-1.4,6.6%
CNC(=O)C1CC(=O)N(Cc2ccccc2)C(=Nc2ccc(OC)cc2)S1 (stereo unspecified),84.6%[activator],-3.8,-3.1%,-2.0%,-35.4,2.2,-1.5%
CCN(CC(=O)Nc1ccc2c(c1)OCCO2)C(=O)/C=C/c1ccccc1,-7.7%,46.5,-2.2%,13.1%,-2.0,36.5*,0.3%
Cc1cc(C)nc(OC(C(=O)O)C(OCCc2ccccc2)(c2ccccc2)c2ccccc2)n1 (stereo unspecified),-16.6%,-4.3,-15.8%,-8.2%,6.2,-2.5,20.6%
N#CCSc1nnc(-c2cccnc2)n1-c1ccccc1,-9.7%,3.7,2.3%,?,55.7,1.0,0.6%
Cc1ccc2c(Cl)cc(Cl)c(OCC(=O)NC3CCS(=O)(=O)C3)c2n1 (stereo unspecified),96.0%[activator],43.5,5.9%,0.1%,-31.3,36.4,-5.4%
Cc1ccc(C)n1NC(=O)c1ccc(Cl)cc1Cl,-34.2%,-5.9,-3.6%,-4.0%,26.0,-1.3,0.1%
CC(=O)N1CCN(S(=O)(=O)c2cccc(C(=O)Nc3ccccc3N3CCOCC3)c2)CC1,14.0%,19.6,-5.2%,-3.4%,-15.5,-1.8,1.4%
Cc1cc(C)c(C#N)c(N2CCSCC2)n1,-9.7%,-16.0,2.6%,-0.7%,2.8,-0.4,10.6%
CC(=O)c1ccc(NC(=O)c2cc(S(=O)(=O)N3CCOCC3)ccc2C)cc1,-23.5%,-13.2,-11.0%,-3.3%&-1.9%,-15.1&-0.6,11.0,·
COCCNC(=O)/C(C#N)=C\c1ccc(CNS(=O)(=O)c2ccccc2)o1,-5.7%,-2.7,-16.4%,-7.6%,-3.0,-0.4,-5.6%
Cc1ccc(C)c(C(=O)CCC(=O)NCc2ccc(Cl)cc2)c1,-11.2%,-2.3,-13.0%,5.0%,-7.4,6.7,-1.1%
COCCN1C(=O)C(=O)/C(=C(/O)c2ccc(S(=O)(=O)N3CCOCC3)cc2)C1c1ccc(C(C)C)cc1 (stereo unspecified),-20.9%,-14.2,·,?,·,-1.2,20.1%
COc1ccc(CCN2C(=O)c3[nH]nc(-c4ccccc4O)c3C2c2cccc(O)c2)cc1OC (stereo unspecified),-8.4%,-7.6,66.4%[activator],?,90.1,-5.5,-9.7%
O=S(=O)(c1ccc(Cl)s1)N1CCNCC1,-18.3%,·,4.1%,·,-12.5,·,·
O=C(CCC(=O)N1CCOc2ccccc21)NCCCN1CCOCC1,-7.7%,-4.3,-0.9%,2.7%,12.4,-2.7,3.6%
COC(=O)Cc1cc(=O)[nH]c(/N=C(\N)Nc2ccc(C)cc2)n1,0.6%,-3.6,18.9%,-5.5%,-1.4,-2.8,-5.7%
COc1ccc(C(=O)Nc2ccc(N3CCN(C(=O)c4ccccc4C)CC3)cc2)cc1,32.0%,-4.3,-2.1%,-6.1%,-82.1*,-1.5,·
CN(C)CCCNC(=S)N1CCN(c2nc(-c3ccccc3)cs2)CC1,77.1%[activator],23.7,-4.2%,?,-3.0,-1.7,-7.1%
CCc1ccc(C(=O)COC(=O)CNC(=O)CNS(=O)(=O)c2ccccc2)cc1,3.0%,-32.0,19.0%,2.2%,-1.3,-1.4,·
O=C(NNc1ccccn1)C(c1ccccc1)c1ccccc1,-21.7%,16.8,104.8%[activator],?,-17.4,8.8,0.6%
C=CCN1C(=O)NC(=O)C(Cc2ccc(OC)c(OC)c2)C1=O (stereo unspecified),17.6%,4.7,-12.0%,0.5%,-18.7,-2.3,?
Cc1cc(C)c(S(=O)(=O)NCCCn2ccnc2)cc1C,-10.6%,·,?,-12.9%,-13.4,-2.5,-15.3%
Cc1sc2ncnc(SCC(=O)N3CCCC3=O)c2c1C,-14.8%,8.2,-2.3%,-9.1%,24.5,-2.8,-0.4%
CCOc1ccccc1N(CC(=O)NCC1CCCO1)C(=O)CCC(=O)Nc1cc(C)on1 (stereo unspecified),-1.2%,3.6,-2.5%,-4.6%,7.7,-3.0,-5.4%
O=C(COc1ccc(Cl)cc1Cl)OCC(=O)c1ccc[nH]1,-24.4%,·,4.4%,10.2%,68.5,·,·
CCc1cc(=O)oc2cc(OCC(=O)N3C[C@H]4C[C@@H](C3)c3cccc(=O)n3C4)c(Cl)cc12,0.0%,-10.3,4.8%,-8.9%,8.3,-4.7,-0.2%
O=C(OC1CCOC1=O)c1cncc(Br)c1 (stereo unspecified),-6.1%,-6.8,6.3%,?,4.3,-1.8,5.2%
Cc1cc(C(=O)NNc2c(Cl)cccc2Cl)n(C(C)(C)C)n1,70.0%[activator],6.5,5.1%,-2.9%,-11.5,-1.9,-1.4%
CNC(=S)NNC(=O)CSCc1c(Cl)cccc1Cl,-25.2%,9.5,40.9%[activator],1.0%,-7.2,-2.1,-14.8%
Cc1ccc(S(=O)(=O)N2CCOCC2)cc1NC(=O)COC(=O)CCC(=O)c1cccs1,22.8%,30.7,-10.2%,-1.2%,-4.6,2.6,·
Oc1c(Cl)cc(Cl)cc1/C=C/c1ccc2cccc(O)c2n1,-36.4%,31.2,60.8%[activator],6.7%,-38.2,7.3,-20.5%
COc1ccc(C(=O)NNC(=O)Cc2ccc(Cl)cc2)cc1,-13.0%,-8.9,85.5%[activator],-6.2%,-31.6,-1.4,4.6%
CCOc1ccc(OCCC(=O)N(CC(=O)Nc2ccccc2C(F)(F)F)Cc2ccco2)cc1,28.5%,·,-10.0%,?,-19.3,·,·
COc1ccccc1NC(=S)N(Cc1ccco1)Cc1cc2cc(C)cc(C)c2[nH]c1=O,-31.6%,-4.7,7.2%,?,?,-3.0,0.5%
C=CCN(CC=C)S(=O)(=O)c1ccc(NC(=S)NC(=O)/C=C/c2ccccc2)cc1,-37.6%,7.1,-5.3%,-14.0%,23.6,6.9,-0.3%
O=C(CCN1C(=O)S/C(=C\c2ccccc2)C1=O)Nc1ccc(S(=O)(=O)Nc2nccs2)cc1,-25.8%,-19.1,-8.3%,-8.8%,17.1,-1.7,15.0%
CC(C)OC(=O)c1c(N)n(Cc2ccco2)c2nc3ccccc3nc12,-16.4%,-12.2,5.7%,-12.0%,26.6,-1.4,?
CCOC(=O)/C(=N/Nc1ccccc1)c1csc(Nc2ccccc2)n1,-33.0%,-4.9,-11.8%,3.7%,-30.9,-0.8,-3.6%
NC(=O)C1CCN(c2ncnc3c2c(-c2ccccc2)cn3-c2ccccc2)CC1,15.7%,-17.4,0.0%,-12.3%,39.1,-5.7,0.6%
Cc1ccc(Cl)cc1N1CCN(C(=O)CCS(=O)(=O)c2ccc3c(c2)NC(=O)CO3)CC1,28.7%,18.0,-5.8%,2.0%,?,-4.2,-3.9%
Cc1nc(C(=O)N(C)C)nn1-c1ccc(Cl)cc1Cl,-10.0%,-8.4,-3.3%,-15.9%,-15.5,-2.3,5.4%
CCc1ccc(NC(=O)Cn2cccc2)cc1,-17.3%,66.2,-1.9%,-2.7%,20.8,24.6*,-3.7%
CC(C)(C)CC(=O)Nc1cc2c3c(c1)CCC(=O)N3CCC2,-3.9%,-5.3,9.9%,1.8%,-22.4,-3.1,4.9%
CCn1c(O)c(C=NCCN2CCOCC2)c(=O)[nH]c1=S,-9.5%,6.3,5.1%,1.0%,-5.3,-1.4,-3.8%
Cc1nnc(SCC(=O)Nc2sccc2C#N)s1,-34.6%,-15.7,0.0%,-4.9%,31.7,14.0,·
O=C(COC(=O)Cc1ccccc1F)NCCNC(=O)COC(=O)Cc1ccccc1F,41.1%,·,8.2%,-17.6%,-10.2,·,·
COc1ccc(N2CC(C(=O)N(C)CC(=O)Nc3ccc(Cl)c(C(F)(F)F)c3)CC2=O)c(OC)c1 (stereo unspecified),277.9%[activator],·,-2.0%,2.8%,-38.4,·,·
